JMJD2A Tudor inh – JMJD2A Tudor domain (human) inhibition. AlphaScreen JMJD2A-Tudor / H3K4me3 peptide binding. O75164. AID 504339. hit rate 4.4% among 390,000. Potency, µM (titrated, usually from 114 µM), for inactives: at the highest dose activity change, negative = inhibition, most hits filed as inhibitors; note: % is set by controls: 0 for no effect and ±100 for the full control effect; nearly all actives have a fitted effect of over 50% in size
GLS inh – glutaminase GLS (human) inhibition. O94925. GLS enzymatic activity, qHTS titration. Potency, µM (highest dose often 45.5 µM), for inactives: at the highest dose activity change, negative = inhibition, actives largely listed as inhibitors. hit rate 0.21% among 410,000. AID 624170; note: % is set by controls: 0 for no effect and ±100 for the full control effect
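Read-out is an Amplex red fluorescence increase coupled through glutamate oxidase and HRP, measured before and after 30 min room-temperature incubation. hKGA is in 45 mM KH2PO4 (pH 8.2) with 0.02% Tween-20; glutamine added as 1mM solution.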
Pin1 inhibitor – inhibitors of human Pin1. hit rate 0.009% among 390,000. Potency, µM (series often up to 115 µM), for the others: at the top dose activity, negative = inhibition, hits mostly inhibitors. Pin1 FP peptide displacement, HiFluor488, 10 min. Q13526; active = well fitted inhibition curve with a large enough effect in the polarisation, with a control signal flat, not every such curve was filed as active; inconclusive = small, poorly fitted or top-dose-only effect, or effect the other way, or a change in a side signal; inactive = no such curve, though single readings can be large or run the other way; the % refers to the polarisation; note: % is set by controls: 0 for no effect and ±100 for the full control effect
Target sequence (Q13526 whole entry, looked up): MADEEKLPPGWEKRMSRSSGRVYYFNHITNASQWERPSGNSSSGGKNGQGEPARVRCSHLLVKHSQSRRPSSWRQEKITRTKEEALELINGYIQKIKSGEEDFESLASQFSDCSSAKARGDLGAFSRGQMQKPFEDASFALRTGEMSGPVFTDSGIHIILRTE
ERG Ets-DNA blk – inhibitors of human ERG Ets domain-DNA interaction. Potency, µM (series often up to 76.9 µM), for the others: top-dose FP activity, negative = inhibition, usual class: inhibitors. hit rate 0.028% among 370,000. fluorescence polarization, His-ERG Ets domain / labelled DNA. P11308; active = well fitted inhibition curve with a large enough effect in the polarisation, with a control signal flat; inconclusive = small, poorly fitted or top-dose-only effect, or effect the other way, or a change in a side signal; inactive = no such curve, though single readings can be large or run the other way; the % refers to the polarisation;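 note: polarization taken with two DNA probes labelled with fluorescein and Texas red; % of control where 0% means no effect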
Target sequence (P11308 whole entry, looked up, the tested form may be a part): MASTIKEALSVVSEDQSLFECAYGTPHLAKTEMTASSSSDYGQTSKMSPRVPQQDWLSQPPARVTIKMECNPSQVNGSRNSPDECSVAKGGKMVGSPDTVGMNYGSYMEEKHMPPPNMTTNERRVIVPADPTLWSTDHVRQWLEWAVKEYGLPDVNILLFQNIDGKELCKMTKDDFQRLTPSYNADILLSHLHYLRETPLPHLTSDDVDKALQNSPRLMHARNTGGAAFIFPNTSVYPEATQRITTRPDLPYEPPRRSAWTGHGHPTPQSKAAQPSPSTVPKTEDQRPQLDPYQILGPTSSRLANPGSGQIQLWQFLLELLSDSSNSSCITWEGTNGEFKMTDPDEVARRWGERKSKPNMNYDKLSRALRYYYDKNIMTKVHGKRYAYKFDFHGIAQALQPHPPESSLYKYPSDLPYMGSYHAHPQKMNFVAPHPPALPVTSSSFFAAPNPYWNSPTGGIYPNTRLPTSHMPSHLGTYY
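His-tagged ERG Ets domain (1 uM in the protein solution; 300mM KCl, 50mM Tris-HCl, 1mM EDTA, 1mM DTT, pH 7.5) received compound, then a probe mix of 5 nM fluorescein-DNA and 100nM Texas-615-DNA. Fluorescence polarization was read for both dyes.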
12-LOX inh – inhibitors of human 12S-lipoxygenase ALOX12 | P18054 | purified 12hLO, xylenol orange hydroperoxide absorbance | Potency, µM (series often up to 108 µM), for inactives: at the highest dose activity change, negative = inhibition, most hits filed as inhibitors | hit rate 1.1% among 580,000 | AID 1671190; note: % is set by controls: 0 for no effect and ±100 for the full control effect
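Hydroperoxide product was detected by ferrous iron/xylenol orange as the 573 to 405 nm absorbance ratio. Arachidonic acid at 40 uM (final) was turned over for 30 min at room temperature by 150 nM human 12hLO, pH 7.0 Hepes buffer, after 15 min compound preincubation.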
rTrxR1 inhibitor – rat TrxR1 inhibition; Potency, µM (top dose mostly 114 µM), for inactives: at the highest dose activity change, negative = inhibition, actives largely listed as inhibitors; hit rate 1% among 390,000; O89049; recombinant rTrxR1, NADPH fluorescence consumption, selenite substrate; note: % is set by controls: 0 for no effect and ±100 for the full control effect; nearly all actives have a fitted effect of over 65% in size
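Rat TrxR1 (90 nM in the dispensed reagent) was pre-reduced with 400 uM NADPH for 5 min at room temperature, then incubated with compound for 15 min. After 400 uM selenite was added, NADPH fluorescence (Ex 340/Em 450 nm) was followed for 8 min.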
RGS4 inhibitor – human RGS4 inhibition; P49798; Transcreener GDP fluorescence polarization, RGS4-accelerated GTP hydrolysis; Potency, µM (titrated, usually from 114 µM), inactives show top-dose activity change, negative = inhibition, hits mostly inhibitors; hit rate 0.039% among 390,000; note: % is set by controls: 0 for no effect and ±100 for the full control effect; nearly all actives have a fitted effect of over 75% in size; some results filed as inactive show a strong effect at the top dose
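MLSMR compounds (23 nl, pin-transferred) preincubated 10 min at room temperature with a 500nM (2x) first reagent, then RGS4 at 900nM (2x) plus Transcreener GDP mix added; fluorescence polarization (620/688 nm) read before and after 90 min at 30 °C.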
Tb PGK inh – T. brucei PGK inhibition. P07378. PGK/GAPDH coupled, Kinase-Glo luminescence, 60 min. Potency, µM (top dose mostly 57.5 µM), inactives show at the highest dose activity change, negative = inhibition, hits mostly inhibitors. hit rate 0.043% among 380,000. AID 602233; note: % is set by controls: 0 for no effect and ±100 for the full control effect; nearly all actives have a fitted effect of over 60% in size
Target sequence (P07378 whole entry, looked up): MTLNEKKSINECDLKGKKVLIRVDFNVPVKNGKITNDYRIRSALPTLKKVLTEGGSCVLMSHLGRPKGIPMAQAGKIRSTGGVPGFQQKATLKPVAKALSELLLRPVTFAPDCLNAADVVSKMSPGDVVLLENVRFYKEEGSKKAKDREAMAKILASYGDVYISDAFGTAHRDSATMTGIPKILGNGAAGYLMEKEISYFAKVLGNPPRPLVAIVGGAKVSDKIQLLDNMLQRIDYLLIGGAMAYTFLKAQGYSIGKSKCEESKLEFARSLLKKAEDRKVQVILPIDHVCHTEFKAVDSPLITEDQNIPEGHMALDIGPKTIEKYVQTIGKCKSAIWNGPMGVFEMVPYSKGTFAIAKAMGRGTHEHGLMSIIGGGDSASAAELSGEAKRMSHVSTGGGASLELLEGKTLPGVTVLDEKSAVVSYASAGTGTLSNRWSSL
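Luminescent ATP detection (Kinase-Glo Plus) follows a 60-minute room-temperature incubation, with wells lacking PGK as controls. Buffer: 100 mM TEA (pH 7.6), 5 mM MgCl2, 0.01% Tween-20. Coupling enzyme GAPDH (100 nM final) supplies unstable 1,3-BPG in-well.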
HP1b chromo inh – HP1-beta chromodomain-methylated histone interaction inhibition; P83916; AlphaScreen HP1-beta / biotin-H3K9me3 peptide binding; Potency, µM (doses to about 114 µM), for inactives: at the highest dose activity change, negative = inhibition, hits mostly inhibitors; hit rate 0.56% among 390,000; note: nearly all actives have a fitted effect of over 70% in size; inactives centre near 23
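HP1-beta protein (50 nM final) preincubated 30 min at room temperature with biotinylated H3(1-18)K9me3 peptide (50 nM) in PBS pH 7.4, 0.01% Tween-20, then compound added for 30 min. AlphaScreen streptavidin donor/nickel chelate acceptor beads (10 ug/mL final), 30 min dark, luminescence read.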
* marks the source's active call; other numbers are inactive results; i = inactive; ? = inconclusive; / = no result given; & = joins results of further samples; [ ] = another dose, or the depositor's remark. Unless noted, calls come from the whole dose curve; as a rule, active = well fitted curve in the direction sought with a large enough effect; inconclusive = small, poorly fitted or top-dose-only effect, or another doubt; inactive = no such curve, though single readings can be large; an effect the other way counts as inactive or inconclusive. Potency is the fitted concentration of half-maximal effect. Some of the compounds tested (hit frequency here may not be typical).

ERG Ets-DNA blk,GLS inh,HP1b chromo inh,12-LOX inh,JMJD2A Tudor inh,Pin1 inhibitor,rTrxR1 inhibitor,RGS4 inhibitor,Tb PGK inh,canonical_smiles
0%,5%,17%,0%,-4%,-9%,?,15%,8%,COC(=O)C1=C(C)N(CC2CCCO2)C(=O)C1 (configuration not stated)
1%,5%,23%,-27%,-3%,-5%,15%[57.1 µM],-21%,-7%,O=C(NCc1ccccc1)c1cccn1-c1nnc(N2CCCC2)s1
-1%,8%,14%,-3%,-12%,-3%,12%[57.1 µM],-28%,9%,C=CCN1C(=O)C(CC(=O)O)SC1=Nc1ccc(C(=O)O)cc1 (configuration not stated)
3%,2%,40%[activator],?,-10%,5%,27%,-7%,2%,O=S(=O)(Nc1ccon1)c1ccc(Br)cc1
-1%,-1%,60%[activator],?,-9%[57.1 µM],9%,-18%,-1%[56.9 µM],0%,COCc1cc(C)n(CC(=O)Nc2ccccc2C(=O)OC)c(=O)c1C#N
-6%,-5%,45%[activator],0%,4%[57.1 µM],-3%,15%[57.1 µM],13%,1%,CCc1cc2ccc(OC)cc2nc1SCC(=O)NNC(C)=O
1%,-1%,20%,13%,-23%,-13%,?,-7%,-12%,COc1ccc(C(CNC(=O)c2cc3c(s2)CCCC3)N2CCOCC2)cc1 (configuration not stated)
-8%,14%,26%,-1%,-7%,1%,15%,10%,-6%,CNc1nnc(SCC(=O)N2c3ccccc3NC(=O)CC2C)s1 (configuration not stated)
-6%,5%,27%,2%,-8%,-7%,-5%[57.1 µM],19%,11%,Cc1ccsc1S(=O)(=O)N1CCC(CO)(CC2CCCCO2)CC1 (configuration not stated)
9%,3%,5%,-2%,-15%,?,-18%,21%,-8%,CC(C)c1nnc(NC(=O)C2CCN(c3cnccn3)CC2)s1
24%,3%,25%,1%,?,13%,17%,-7%,/,COc1ccccc1/C=N/NC(=O)c1ccc(N(C)S(=O)(=O)c2ccccc2)cc1
8%,-5%,1%,-7%,-13%,-2%,23%,13%,-8%,CC(NC(=O)c1ccc(F)cc1)c1nc2ccccc2[nH]1 (configuration not stated)
3%,-3%,0%[57 µM],-22%,?,?,16%[57.1 µM],-4%,2%,CCOc1cccc(C2c3[nH]c4ccccc4c3CCN2C(=O)c2ccccc2F)c1 (configuration not stated)
0%,0%,10%,0%,3%,4%,2%,-19%,-5%,N#CCSc1nnc(-c2cnccn2)n1Cc1ccccc1
-12%,-2%,16%,11%,-8%,1%,-5%[57.1 µM],-24%,-8%,COc1ccc2oc(=N)c(C(=O)Nc3cccc(C)c3C)cc2c1
2%,-3%,27%,-19%,1%,-1%,-8%,-3%,-2%,CCOc1ccc(-c2nonc2NC(=O)COc2ccc(C)c(C)c2)cc1OCC

Retrieved by compound from above, 2 records:
ERG Ets-DNA blk,GLS inh,HP1b chromo inh,12-LOX inh,JMJD2A Tudor inh,Pin1 inhibitor,rTrxR1 inhibitor,RGS4 inhibitor,Tb PGK inh,canonical_smiles
1%,-1%,20%,13%,-23%,-13%,?,-7%,-12%,COc1ccc(C(CNC(=O)c2cc3c(s2)CCCC3)N2CCOCC2)cc1 (configuration not stated)
-1%,-1%,60%[activator],?,-9%[57.1 µM],9%,-18%,-1%[56.9 µM],0%,COCc1cc(C)n(CC(=O)Nc2ccccc2C(=O)OC)c(=O)c1C#N

Next compounds:
ERG Ets-DNA blk,GLS inh,HP1b chromo inh,12-LOX inh,JMJD2A Tudor inh,Pin1 inhibitor,rTrxR1 inhibitor,RGS4 inhibitor,Tb PGK inh,canonical_smiles
0%,56%[activator],31%,-2%,1%,2%,11%,0%,4%,Cc1cccc(NC(=O)c2ccc(S(=O)(=O)NCc3cccnc3)cc2)c1C
-11%,-7%,45%[activator],0%,-8%,-9%,18%,-10%,-3%,COc1ccc(N(CC(=O)NCc2ccco2)S(C)(=O)=O)c(OC)c1
14%,16%,40%,?,-14%,3%,-17%,-38%,-1%,C#CCOc1c(Cl)cc(/C=N/NC(N)=S)cc1OCC
-6%,-2%,-9%,-7%,-20%,3%,29%,-2%,4%,Cc1cc(C)n(Cc2ccc(NC(=O)c3c([N+](=O)[O-])c(C)nn3C)cc2)n1
2%,?,-15%,0%,-27%,?,-4%[57.1 µM],-41%,-4%,O=C(O)CN1C(=O)/C(=C2\SC(=S)N(C(Cc3ccccc3)C(=O)O)C2=O)c2ccccc21 (configuration not stated)
4%,13%,3%,?,-8%,-1%,18%[57.1 µM],7%,-5%,Cc1cccc(S(=O)(=O)Nc2ccncc2)c1
1%,-19%,69%[activator],2%,31%,2%,13%,-8%,i,CCOC(=O)c1cnc2c(c(C)nn2-c2ccc(C)cc2)c1Cl
0%,4%,33%,?,1%,30%,20%,-4%,1%,Cc1ccc(C)c(Cn2c(=O)n(CCCC(=O)NCCc3ccc(Cl)cc3)c(=O)c3ccccc32)c1
4%,0%,19%,?,-8%,?,7%,-8%,-4%,CN(c1ccccc1)S(=O)(=O)c1cccc(NC(=O)CCNC(=O)c2ccc(Cl)cc2)c1
0%,-5%,39%[activator],329%[activator],-1%,-7%,5%,5%,-2%,Cc1ccc(S(=O)(=O)N(C)C)cc1NC(=O)c1sccc1Cl
-8%,-8%,19%,33%[activator],-13%,-2%,11%,-6%,-7%,COc1cc(OC)c(C(=O)Nc2cc(S(=O)(=O)N3CCOCC3)ccc2N2CCN(C)CC2)cc1OC
5%,6%,9%,-4%,?,60%[activator],27%,-3%,-10%,CCCn1c(C(C)Nc2nc(-c3ccc(C)cc3)cs2)nc2cc(Cl)c(N3CCCCC3)cc21 (configuration not stated)
3%,37%[activator],48%[activator],0%,4%,-6%,18%,-21%,-5%,N/C(=N\OC(=O)Oc1ccccc1)c1ccc(Cl)cc1
1%,8%,31%,-22%,-25%,-2%,-4%,28%,4%,CN(C(=O)CSc1nnc(COc2ccccc2)o1)c1ccccc1
4%,-6%,23%,0%,5%,3%,-7%,-30%,-1%,CC(C)OCCCNC(=O)COc1ccc2oc3c(c2c1)CCCC3
11%,14%,32%,-4%,-1%,10%,13%[57.1 µM],-4%,-3%,O=C(c1cc(-c2ccccc2O)on1)N1CCCC1
10%,-1%,33%,32%[activator],-23%,1%,5%,-29%,0%,O=C(COc1ccccc1)Nc1c2c(nn1-c1ccccc1)CS(=O)(=O)C2
-12%,27%,5%,-16%,?,?,2%,-4%,-1%,COc1ccc(N2CCN(C(=O)c3c(-c4ccccc4)noc3C)CC2)cc1
2%,-8%,29%,-7%,-29%,23%,7%,-23%,0%,NS(=O)(=O)c1cccc(NS(=O)(=O)c2ccc(/C=C/C(=O)OCC(=O)c3ccccc3)cc2)c1
1%,3%,37%,-5%,-13%,7%,1%,10%,5%,Cc1cc2oc(C(=O)Nc3sc4c(c3C(=O)NCC3CCCO3)CCCC4)cc(=O)c2cc1C (configuration not stated)
2%,18%,50%[activator],?,-6%[57.1 µM],-4%,0%,4%,-2%,O=C(c1ccc2c(c1)OCCO2)N1CCN(Cc2ccccc2)CC1
-3%,-6%,3%,18%,-9%,-2%,20%,9%,-3%,CC(C)C(=O)NC(Nc1ccccc1F)C(Cl)(Cl)Cl (configuration not stated)
-8%,19%,0%,-13%,-28%,0%,29%[57.1 µM],36%,-4%,Cc1cc([N+](=O)[O-])cnc1NC(C)c1ccccc1 (configuration not stated)
0%,-1%,17%,-22%,-13%,-6%,32%,6%,-4%,O=C(Nc1ccc(C(F)(F)F)cc1)C1CCC(CNS(=O)(=O)c2cccc3nsnc23)CC1 (configuration not stated)
-8%,-2%,10%,-1%,-8%,-2%,11%,15%,6%,CC(C)[C@H](NC(=O)C1CCCC1)c1nc2ccccc2[nH]1
-5%,-7%,43%[activator],-8%,5%,3%,7%,-22%,5%,COc1ccc(C2OCC3(CO2)SC(=O)NC3=O)cc1OC (configuration not stated)
-2%,0%,214%[activator],-3%,115%[activator],8%,?,-16%,-1%,CCn1nc(C)cc1C(=O)Sc1cccc(Cl)c1
3%,1%,10%,-5%,-36%,-1%,-35%,3%[11.4 µM],i,Cc1oc(-c2ccccc2F)nc1CS(=O)CC(=O)NCc1ccccc1 (configuration not stated)
-13%&2%,18%&15%,10%&-10%,37%&-8%[activator],?,-2%&1%,8%[57.1 µM],-14%&18%,-4%&4%,Cc1cc2c(cc1S(=O)(=O)NCc1ccc(N(C)C)cc1)OCC(=O)N2
-7%,-24%,29%,?,-17%,1%,?,-13%,6%,COc1ccc2cc(C(c3nnnn3Cc3ccccc3)N3CCCCCC3)c(=O)[nH]c2c1 (configuration not stated)
12%,-1%,13%,0%,-15%,4%,14%,11%,8%,Clc1ccc(CNCCCSc2ncccn2)cc1Cl
-4%,8%,34%,-10%,13%,-3%,20%[57.1 µM],-4%,i,S=C1c2ccccc2CN1c1ccccc1
-8%,1%,30%,0%,1%,2%,11%,-11%,-5%,Cc1ccc(NC(=O)CCSc2nnc(-c3ccco3)o2)cc1
-2%,-10%,-16%[57 µM],39%[activator],56µM*,?,11%,-19%,-9%,O=C(O)C1CCCCC1C(=O)Nc1ccc(S(=O)(=O)N2CCOCC2)cc1 (configuration not stated)
-2%,3%,43%[activator][57 µM],-13%,0%,-2%,0%[57.1 µM],-4%,-7%,Cc1ccc(Cl)cc1NC(=O)c1cnc(N2CCCCC2)c2ccccc12
?,1%,33%,-7%,-15%,-5%,1%,-34%,-8%,COc1ccc(NC(=O)C2C3CCC(O3)C2C(=O)O)c(C)c1 (configuration not stated)

High-throughput results: PubChem, National Center for Advancing Translational Sciences (NCATS)
